# influenza NS1A – H1N1 influenza NS1A inhibitors, functional cell based assay (AID 504329); NS1A functional cell-based assay, percent inhibition; higher % means a stronger effect; inhibition, % at 12.5 µM, or IC50 in µM where a hit was titrated; 340,000 tested, 0.3% active; in the data active means a potency from the dose series; inconclusive means inhibition above about 27% without an active follow-up result; further: strong numbers were not always called active
# inhibitors of VEEV – inhibitors of VEEV TC-83 cytopathic effect, confirmation, Vero cells (AID 588727) | 350,000 tested, 0.13% active | inhibition, % at 20 µM, or IC50 in µM where a hit was titrated | Vero cells, VEEV TC-83 cytopathic effect inhibition; higher % means a stronger effect; in the data active means a potency from the dose series; inconclusive means inhibition mostly from about 14% at the one dose, without a potency; inactive means the rest, 99 in 100 with inhibition below about 12%; further: strong numbers were not always called active
# M. tuberculosis HTS – M. tuberculosis growth inhibition, HTS (AID 449762) | M. tuberculosis H37Rv growth inhibition, 7H9 media; higher % means a stronger effect | one-dose inhibition, % at 25 µM; IC50 in µM for titrated hits | 330,000 tested, 0.59% active; in the data active means a potency from the dose series; inconclusive means inhibition above about 70% without an active follow-up result;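 further: bacterial growth assessed after seven days of incubation; strong numbers were not always called active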
# Salmonella PhoP GFP – PhoP regulon inhibitors, Salmonella typhi PhoP promoter GFP reporter, confirmatory (AID 1850); Salmonella Typhi PhoP-promoter GFP reporter, fluorescence, 4 h; higher % means a stronger effect; inhibition, % at 50 µM, or IC50 in µM where a hit was titrated; 310,000 tested, 0.33% active; in the data active means a potency from the dose series; inconclusive means inhibition mostly from about 25% at the one dose, without a potency; inactive means the rest, 99 in 100 with inhibition below about 19%;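 further: 0% = induced wells with vehicle and 100% = uninduced wells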
# tuberculosis growth – growth inhibition of non-replicating M. tuberculosis (AID 488890) | Mycobacterium tuberculosis non-replicating, growth inhibition; higher % means a stronger effect | 320,000 tested, 0.39% active | one-dose inhibition, % at 25 µM; IC50 in µM for titrated hits; in the data active means a potency from the dose series; inconclusive means inhibition mostly from about 82% at the one dose, without a potency; inactive means the rest, 99 in 100 with inhibition below about 76%;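 further: plate controls were DMSO cells for no effect and high antibiotic wells for full effect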
# inhibitors of VEEV 10K pilot screen – also measured in inhibitors of VEEV; calls as there; inhibition, %; measured here: 10K pilot screen inhibition
# * marks the source's active call; other numbers are inactive results; i = inactive; ? = inconclusive; / = no result given. No enrichment for hits. Share with any hit: about 1.6%.
SMILES,influenza NS1A,inhibitors of VEEV,M. tuberculosis HTS,Salmonella PhoP GFP,tuberculosis growth,others
CC(C)N(C(=S)NCc1ccccc1)C(C)C,5%,1.6%,-3%,-2%,1%,
O=C(CNc1cccc(S(=O)(=O)N2CCCC2)c1)Nc1cccc(Br)c1,-14%,8.4%,4%,4%,-6%,
O=C(Nc1ccc(Cl)cc1)Nc1ccc(N2CCCC2)c(S(=O)(=O)Nc2ccccc2Cl)c1,2%,11%,-19%,-8%,13%,
COc1ccc(N2CCN(C(=O)c3ccc(S(=O)(=O)N4CCCC4)cc3)CC2)cc1,7%,0.8%,3%,6%,-3%,
COc1ccc(C2NC(=S)NC3=C2CCc2ccccc23)cc1OC (stereo not drawn),4%,4.9%,0%,-1%,12%,
Cc1cc(C)cc(NC(=O)C(=O)NCCCN2CCCC2=O)c1,-4%,8.0%,-5%,-5%,-8%,
CCOC(=O)C1(CCOc2ccccc2)CCN(Cc2cccc(OC)c2)CC1,2%,i,8%,-2%,32%,
O=C(Nc1nc(-c2ccc(-c3ccccc3)cc2)cs1)C1CCCO1 (stereo not drawn),-9%,5.8%,58%,9%,-5%,
O=[N+]([O-])c1ccc(N2CCN(c3ccc(Cl)nn3)CC2)cc1NC1CC1,-10%,i,-7%,12%,-20%,
COc1cccc(CNC(=O)Cc2nc3nc(C)cc(C)n3n2)c1,0%,0.9%,1%,-4%,-9%,
COc1ccc(CNC(C)C23CC4CC(CC(C4)C2)C3)c(OC)c1OC (stereo not drawn),-5%,i,1%,-8%,22%,
Cc1nc(SCC(=O)NC2CCCCC2)[nH]c(=O)c1C,-5%,0.2%,<0.2µM*,-22%,?,
C/C(=N\N1CCN(Cc2ccc(Cl)cc2)CC1)c1ccc(F)cc1,7%,i,3%,-6%,2%,
COc1cc(C2=CN(Cc3ccccc3)CCC2=O)cc(OC)c1OC,-4%,0.2%,2%,/,7%,
O=C(NCc1ccco1)C1CC(=O)N(c2ccc(Cl)cc2)C1 (stereo not drawn),6%,2.4%,-4%,14%,-10%,
CC(=O)N1CCC(=NNS(=O)(=O)c2ccc(C)c([N+](=O)[O-])c2)CC1,3%,i,6%,-2%,-2%,
OCCN1C2=NCCCN2c2ccccc21,2%,0.1%,-1%,4%,10%,
COc1ccccc1S(=O)(=O)Cc1ccc(C(=O)N2CCOCC2)o1,-2%,1.1%,-7%,4%,-4%,
Cc1noc(NC(=O)c2cccc(Cl)c2Cl)c1C#N,-2%,0.9%,-3%,5%,46%,
COc1ccc(/C=C2/C(=O)ON=C2c2ccccc2)cc1OC,-6%,6.9%,3%,2%,4%,
COc1ccccc1NC(=S)NN=C(C)c1ccccn1,26µM*,2.8%,/,/,/,
C[C@H](NC(=O)c1nc[nH]c1C(=O)NCc1ccc(CNC(=O)OC(C)(C)C)cc1)C(=O)OC(C)(C)C,-31%,6.3%,30%,-6%,69%,
N#CC1=C(N)OC2=C(C(=O)CCC2)C1c1ccc2c(c1)OCO2 (stereo not drawn),1%,0.8%,-13%,-5%,13%,
O=S(=O)(c1cc(-c2nnc(-c3ccc(Br)cc3)o2)ccc1Br)N1CCCCCC1,-6%,4.7%,-5%,5%,-7%,
COc1ccc(N2CCN(c3nc4cc(C)ccc4cc3C=O)CC2)cc1,-3%,4.8%,12%,8%,20%,
Cn1c(=O)nc2n(Cc3ccccc3)c3ccccc3cc-2c1=O,-2%,1.3%,-7%,-4%,43%,
Nc1ccc(-c2nc3cc([N+](=O)[O-])ccc3o2)cc1,-15%,12%,1%,2%,-15%,
O=C(NCC(=O)N(c1ccccc1F)C(C(=O)NC1CCCC1)c1cccnc1)c1ccco1 (stereo not drawn),6%,1.4%,-13%,6%,-16%,
CCc1cccc(C)c1NC(=O)COC(=O)CNS(=O)(=O)/C=C/c1ccccc1,-9%,0.9%,3%,1%,26%,
COc1ccc(-c2cc(C(=O)NCCCn3ccnc3)no2)cc1OC,8%,5.8%,0%,4%,0%,
NNC(=S)Nc1ccc(S(=O)(=O)N2CCOCC2)cc1,-3%,0.6%,-11%,14%,12%,
Cc1nn(C)c(C)c1S(=O)(=O)N1CCCC(C(=O)N2CCN(c3ccccc3)CC2)C1 (stereo not drawn),-1%,i,-7%,-4%,7%,
Cc1ccc(C)c(OCCOCCN2CCOCC2)c1,0%,i,6%,0%,10%,
CC(C)CCN1CCC(Cc2ccccc2)(NC(=O)c2ccccc2)C1=O (stereo not drawn),-10%,11%,3%,/,9%,
CN(CCOC(=O)c1ccco1)Cc1ccccc1,-6%,i,-2%,-4%,7%,
CN1CCN(C(=O)c2cnn3c(C(F)F)cc(C4CC4)nc23)CC1,-2%,0.8%,-13%,9%,-5%,
C=CCn1c(SCC(=O)NCc2ccccc2)nnc1C1CCCCC1,-10%,1.3%,-5%,-7%,-7%,
O=C(NCCOc1ccc(Cl)cc1)c1ccc2c(c1)OCCO2,-2%,0.3%,-2%,/,33%,
CN(C)C1=NCCN1CCc1ccccc1,1%,i,2%,4%,-8%,inhibitors of VEEV 10K pilot screen=0.0
O=C(O)CCC(=O)Nc1ccc(N2CCCCC2)c(C(=O)O)c1,-2%,0.1%,-1%,0%,-10%,
Cc1csc(NC(=O)CN2C(=O)c3ccccc3S2(=O)=O)n1,10%,8.5%,-5%,13%,-4%,
O=C(NCCCl)Nc1ccccc1OCCOc1ccccc1NC(=O)NCCCl,-3%,i,1%,-1%,53%,
O=C(Nc1ccc(F)cc1)c1ccc(CSc2ccccc2)o1,1%,0.1%,4%,-9%,/,
Cc1ccc(-n2c(C)nn(CCOc3ccccc3)c2=O)cc1,1%,0.3%,-2%,11%,7%,
COc1ccc(-c2nc3cnccn3c2NC2CCCCC2)cc1-c1cccc(Cl)c1,-17%,5.9%,?,/,54%,inhibitors of VEEV 10K pilot screen=3.9
Cc1cccc(C)c1NC(=O)CSc1nc2c([nH]1)c(=O)n(C)c(=O)n2C,5%,0.5%,-1%,6%,-4%,
N#Cc1c(NC(=O)c2cc([N+](=O)[O-])ccc2N2CCOCC2)sc2c1CCCC2,-3%,0.6%,6%,-7%,28%,
Cn1c(-c2ccc(C=O)s2)nc2c3ccccc3c3ccccc3c21,-3%,6.2%,6%,-9%,0%,

# For convenience, some entries already given:
SMILES,influenza NS1A,inhibitors of VEEV,M. tuberculosis HTS,Salmonella PhoP GFP,tuberculosis growth,others
Cc1ccc(C)c(OCCOCCN2CCOCC2)c1,0%,i,6%,0%,10%,
CC(C)CCN1CCC(Cc2ccccc2)(NC(=O)c2ccccc2)C1=O (stereo not drawn),-10%,11%,3%,/,9%,
CN(CCOC(=O)c1ccco1)Cc1ccccc1,-6%,i,-2%,-4%,7%,
CN1CCN(C(=O)c2cnn3c(C(F)F)cc(C4CC4)nc23)CC1,-2%,0.8%,-13%,9%,-5%,
C=CCn1c(SCC(=O)NCc2ccccc2)nnc1C1CCCCC1,-10%,1.3%,-5%,-7%,-7%,
O=C(NCCOc1ccc(Cl)cc1)c1ccc2c(c1)OCCO2,-2%,0.3%,-2%,/,33%,
CN(C)C1=NCCN1CCc1ccccc1,1%,i,2%,4%,-8%,inhibitors of VEEV 10K pilot screen=0.0
O=C(O)CCC(=O)Nc1ccc(N2CCCCC2)c(C(=O)O)c1,-2%,0.1%,-1%,0%,-10%,
Cc1csc(NC(=O)CN2C(=O)c3ccccc3S2(=O)=O)n1,10%,8.5%,-5%,13%,-4%,
O=C(NCCCl)Nc1ccccc1OCCOc1ccccc1NC(=O)NCCCl,-3%,i,1%,-1%,53%,
O=C(Nc1ccc(F)cc1)c1ccc(CSc2ccccc2)o1,1%,0.1%,4%,-9%,/,
Cc1ccc(-n2c(C)nn(CCOc3ccccc3)c2=O)cc1,1%,0.3%,-2%,11%,7%,
COc1ccc(-c2nc3cnccn3c2NC2CCCCC2)cc1-c1cccc(Cl)c1,-17%,5.9%,?,/,54%,inhibitors of VEEV 10K pilot screen=3.9
Cc1cccc(C)c1NC(=O)CSc1nc2c([nH]1)c(=O)n(C)c(=O)n2C,5%,0.5%,-1%,6%,-4%,
N#Cc1c(NC(=O)c2cc([N+](=O)[O-])ccc2N2CCOCC2)sc2c1CCCC2,-3%,0.6%,6%,-7%,28%,
Cn1c(-c2ccc(C=O)s2)nc2c3ccccc3c3ccccc3c21,-3%,6.2%,6%,-9%,0%,

# Entries shown so far containing an NH in an aromatic ring (three):
SMILES,influenza NS1A,inhibitors of VEEV,M. tuberculosis HTS,Salmonella PhoP GFP,tuberculosis growth,others
Cc1nc(SCC(=O)NC2CCCCC2)[nH]c(=O)c1C,-5%,0.2%,<0.2µM*,-22%,?,
C[C@H](NC(=O)c1nc[nH]c1C(=O)NCc1ccc(CNC(=O)OC(C)(C)C)cc1)C(=O)OC(C)(C)C,-31%,6.3%,30%,-6%,69%,
Cc1cccc(C)c1NC(=O)CSc1nc2c([nH]1)c(=O)n(C)c(=O)n2C,5%,0.5%,-1%,6%,-4%,

# Next results.
SMILES,influenza NS1A,inhibitors of VEEV,M. tuberculosis HTS,Salmonella PhoP GFP,tuberculosis growth,others
COC(=O)c1ccc(NC(=O)CN2CCC(NC(=O)c3ccco3)CC2)cc1,-10%,2.7%,1%,-12%,-11%,
Cc1ccc(S(=O)(=O)Nc2nc(C)c(C(=O)N/N=C/c3ccccc3)s2)cc1,-8%,2.1%,10%,-1%,13%,
Clc1ccc(N2CC2c2ccncc2)cc1 (stereo not drawn),-8%,i,-2%,3%,5%,
O=C(Nc1nc2ccccc2n1CCN1CCOCC1)c1ccc(Cl)cc1,-26%,0.3%,8%,-3%,64%,
C=C1C(O)[C@@H]2O[C@]3(CC[C@H](/C=C/C(C)[C@@H]4CC(C)=CC5(O[C@H](C[C@@](C)(O)C(=O)O)CCC5O)O4)O3)CC[C@H]2O[C@@H]1C(O)CC(C)[C@H]1OC2(CCCCO2)CCC1C (stereo partly drawn),/,/,0%,/,-9%,
O=C(Nc1cccc2nsnc12)c1cc2c(cc1Cl)Sc1nccn1S2(=O)=O,11%,i,/,/,/,
CNS(=O)(=O)c1ccc(NC(=O)c2cncc(Br)c2)cc1,-3%,2.9%,3%,-7%,-3%,
CCN(CC)S(=O)(=O)c1cc(C(=O)OCC(=O)Nc2cccc(C)c2C)ccc1F,-12%,i,-10%,-6%,5%,
O=[N+]([O-])c1ccc2c(c1)C(c1ccccc1)=NCCN2,-6%,0.6%,-7%,-8%,2%,
COc1ccc(/C=N/N2CCN(C)CC2)cc1OC,2%,0.5%,-10%,13%,1%,
Cc1ccc(O)c(NC(=O)c2cc(-c3cccs3)on2)c1,-9%,2.0%,-10%,8%,24%,
COc1ccc(C(C(=O)NC2CCCC2)N(CCN2CCOCC2)C(=O)c2ccc(OC)c(OC)c2)cc1 (stereo not drawn),-5%,0.7%,-10%,11%,-3%,
CN1CCN(CC(=O)Nc2cc(S(=O)(=O)N3CCOCC3)ccc2Cl)CC1,-3%,0.3%,1%,4%,-3%,
CC1CN(c2nc3ccccn3c(=O)c2/C=C(\C#N)S(=O)(=O)c2ccccc2)CC(C)O1 (stereo not drawn),6%,i,3%,2%,16%,
O=C(OCC(=O)N1CCCC1)c1cc(Cl)ccc1[N+](=O)[O-],-9%,i,2%,6%,16%,
Cc1ccc(C(c2nnnn2CC2CCCO2)N2CCN(Cc3ccccc3)CC2)cc1 (stereo not drawn),1%,0.4%,-5%,1%,8%,inhibitors of VEEV 10K pilot screen=0.1
O=C(/C=C/c1ccco1)Nc1ccccc1C(=O)Nc1cccc(C(=O)O)c1,-6%,0.1%,3%,6%,8%,
C=C(C)COc1ccc(-c2ncncc2-c2ccc(Br)cc2)c(O)c1,7%,3.1%,10%,0%,23%,
O=C(Nc1cccc(-c2csc(Nc3ccc(Cl)cc3)n2)c1)c1cc([N+](=O)[O-])cc(C(F)(F)F)c1,-2%,i,?,-26%,11%,

# Screening data (PubChem BioAssay)
